# Source: PubChem BioAssay (several laboratories)
# PP5 inh = PP5 (human) phosphatase inhibition | purified PP5c, OMFP substrate fluorescence | inhibition, % at 6.7 µM | hit rate 0.18% among 320,000 | AID 1987;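 active = inhibition above the campaign's mean inhibition across all tested compounds plus 3 SD, cut at about 9.5% in these data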;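 note: 0% = DMSO only and 100% = 100 µM cantharidin control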
# Target sequence (P53041 whole entry, looked up): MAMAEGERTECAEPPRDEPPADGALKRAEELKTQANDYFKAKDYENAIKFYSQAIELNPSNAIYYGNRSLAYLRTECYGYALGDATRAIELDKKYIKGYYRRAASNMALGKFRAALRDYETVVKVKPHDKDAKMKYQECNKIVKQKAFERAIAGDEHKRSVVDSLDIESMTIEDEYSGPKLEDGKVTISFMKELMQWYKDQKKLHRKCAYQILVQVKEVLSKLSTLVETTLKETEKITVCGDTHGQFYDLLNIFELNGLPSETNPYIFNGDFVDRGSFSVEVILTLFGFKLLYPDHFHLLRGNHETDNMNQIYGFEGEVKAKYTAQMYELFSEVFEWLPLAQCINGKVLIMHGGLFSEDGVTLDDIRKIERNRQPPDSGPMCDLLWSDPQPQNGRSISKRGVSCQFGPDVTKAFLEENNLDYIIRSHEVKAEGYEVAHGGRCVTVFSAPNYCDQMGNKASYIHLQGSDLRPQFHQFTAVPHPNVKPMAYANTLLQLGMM
# proCasp3 act = procaspase-3 (human) activation. P42574. recombinant procaspase-3 D3A, Ac-DEVD-pNA absorbance 405 nm. activation, % at 8.5 µM. hit rate 0.11% among 330,000. AID 463141;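 active = activation above the mean of all tested compounds plus 3 SD, cut at about 21% in these data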;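 note: 0% = DMSO alone and 100% = DMSO wells spiked with extra 5 µM PC-3 D3A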
#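 Evaluation: percent activation relative to control range; Material: Procaspase-3 D3A mutant, all three cleavage aspartates alanine; Compound: single dose, 8.5 µM nominal compound, 0.8% DMSO; Replication: one well per compound; Signal: absorbance at 405 nm, 0 and 120 min; Schedule: 1 h preincubation plus 2 h reaction at 25 °C.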
# CTSL1 counter = blocks F. hepatica cathepsin L1 in PFM18AAP counter-screen | AID 1906 | recombinant F. hepatica cathepsin L1, Z-Leu-Arg-MCA fluorescence | hit rate 0.49% among 300,000 | inhibition, % at 5.96 µM;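 active = inhibition above the mean of all tested compounds plus 3 SD, set per screening campaign, cut at about 17% in these data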;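 note: 0% = plate median of test compound wells and 100% = 1 µM Z-Phe-Ala-diazomethylketone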
# procasp7 counter = counter-screen for procaspase-3 activators: activators of human procaspase-7; recombinant procaspase-7, Ac-DEVD-pNA absorbance 405 nm; D23A/D198A/D206A triple mutant, cannot self-cleave; scale: DMSO 0, 5 µM enzyme 100; activation, % at 8.5 µM; hit rate 0.093% among 330,000;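 active = percent activation above the screen-wide mean plus 3 SD, cut at about 25% in these data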
#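 Replicates: singlicate. Assay system: Procaspase-7 triple mutant (PC-7 D3A). Signal: 405 nm absorbance of p-nitroaniline. Times: 1 h preincubation, 2 h reaction. Buffer or medium: Zinc-free HEPES pH 7.4 with 300 mM NaCl, 0.01% Triton X-100. Also added: DEVD-pNA substrate. Benchmarks: DMSO wells as 0%, DMSO with 5 µM added PC-7 as 100%.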
# VLA-4 inh = inhibition in a human VLA-4 binding assay; VLA-4 expressing cells, ligand binding flow cytometry; inhibition, % (about 7 µM as worked out from the volumes in the protocol); hit rate 0.2% among 330,000; AID 2557; in the data active = inhibition above about 50%
# GRK2 aptamer HTS = blocks RNA aptamer binding to human GRK2; P25098; bead flow cytometry, FAM-aptamer displacement from GRK2; inhibition of aptamer binding, % at 10 µM; hit rate 0.59% among 330,000; AID 488847;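 active = inhibition of aptamer binding above 40%, roughly 3 SD of noise, on plates passing a quality check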;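 note: median bead fluorescence of bound FAM aptamer so fluorescent compounds give negative values; no value below 0 was filed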
# core dimer inh = HCV core protein dimerization inhibition; TR-FRET GST/Flag-core106 dimerization, 1536-well; inhibition, % at 5 µM; hit rate 0.33% among 300,000; AID 1899;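 active = inhibition above the mean of all tested compounds plus 3 SD, set per screening campaign, cut at about 45% in these data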
#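 Assay system: tagged HCV core106 pair (GST and Flag); medium: KF-containing HEPES buffer, pH 7.45, DTT, CHAPS, BSA; also added: Eu donor and XL665 acceptor anti-tag antibodies; dosing: 5 µM single dose; timing: compound-protein-antibody incubation 4 h at 22.5 °C; signal: TR-FRET 671 and 617 nm emission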
# JMJD2C inh = inhibitors of human GASC-1 (JMJD2C) demethylase; Q9H3R0; GST-JMJD2C(1-420) H3K9me3 demethylation, DELFIA europium; inhibition, % at 2.35 µM; hit rate 0.069% among 330,000;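 active = more than half of a compound's replicate wells show inhibition beyond 50%, single wells judged on their own value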;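 note: signal counts dimethyl H3K9 product captured on neutravidin plate; 0% = median of DMSO wells and 100% = 0.3 times that DMSO median; strong numbers were not always called active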
# Target sequence (Q9H3R0 1-420 limits assumed): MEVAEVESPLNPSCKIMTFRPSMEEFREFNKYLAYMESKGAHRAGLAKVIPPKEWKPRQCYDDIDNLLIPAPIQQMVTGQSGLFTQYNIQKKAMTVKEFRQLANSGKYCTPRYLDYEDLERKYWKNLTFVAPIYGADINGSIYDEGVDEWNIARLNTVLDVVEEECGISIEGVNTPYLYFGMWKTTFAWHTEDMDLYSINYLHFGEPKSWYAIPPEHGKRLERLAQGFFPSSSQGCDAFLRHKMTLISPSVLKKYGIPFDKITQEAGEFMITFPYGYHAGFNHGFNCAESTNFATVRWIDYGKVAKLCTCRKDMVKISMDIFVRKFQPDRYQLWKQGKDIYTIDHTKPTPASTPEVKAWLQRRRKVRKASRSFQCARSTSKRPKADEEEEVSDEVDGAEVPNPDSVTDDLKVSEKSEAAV
# PP1 counter = blocks human PP1-alpha phosphatase, a PP5 counter-screen. inhibition, % at 6.7 µM. hit rate 0.9% among 320,000. AID 2235. P62136. purified PP1alpha, OMFP fluorescence;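 active = inhibition above the mean inhibition of all tested compounds plus 3 SD, computed separately for each screening campaign, cut at about 15% in these data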
# Active calls of the source: *; / = no result given; & = joins results of further samples.
SMILES,PP5 inh,proCasp3 act,CTSL1 counter,procasp7 counter,VLA-4 inh,GRK2 aptamer HTS,core dimer inh,JMJD2C inh,PP1 counter
CN(C)N=Nc1ccc(S(=O)(=O)N2CCSC2C(=O)O)cc1 (stereo not given),0.6,-6,4,-3,-2,0,-5,2,-2
COc1ccc(Nc2sc(C(=O)Nc3cccc(Cl)c3)c(N)c2C(=O)Nc2ccccc2OC)cc1,12*,-7,4,-1,15,1,36,-1,9
COc1ccc(/C=N/n2nnnc2N)cc1OC,-0.7,-2,1,8,-6,1,4,-2,-1
C=CCn1c(CC(C)(C)C)nc2ccccc21,-0.3,-2,-4,2,4,0,3,-8,-1
N#C/C(=C\C=C\c1ccccc1)c1nc(-c2ccc3c(c2)OCO3)cs1,-1.0,-12,6,-12,-44,19,13,-34,-2
CN(CCC1CCOCC1)C(=O)CC1C(=O)NCCN1Cc1c(F)cccc1Cl (stereo not given),3.1,7,5,-3,-5,4,-15,-18,-1
Cn1nccc1C(=O)Nc1sc2c(c1C(N)=O)CCCC2,0.7,3,10,4,6,11,6,3,-1
CN(Cc1ccccc1)S(=O)(=O)c1cccc(C(=O)O)c1,-0.4,-3,0,1,2,0,3,-6,0
O=C(CSc1ncn[nH]1)NCc1ccc(Cl)cc1,3.0,1,2,-5,6,2,-10,-67,-2
c1ccc(-c2ccccc2-c2nc(-c3cccnc3)no2)cc1,-0.1,2,-3,0,4,4,0,2,2
Cc1cc(C)cc(N(C(=O)CNC(=O)c2ccco2)C(C(=O)NC2CCCCC2)c2ccncc2)c1 (stereo not given),-1.3,-5,1,4,0,1,7,-3,0
N#CCC(=O)N/N=C/c1ccc(Sc2nc3ccccc3s2)o1,0.2,-4,-9,8,1,6,35,34,12
O=C(C[C@@H]1C/C=C\C[C@H](NC(=O)OCC2c3ccccc3-c3ccccc32)C(=O)OC[C@@H]2CCCN2C1=O)N[C@@H](CO)Cc1ccccc1,/,1,/,9,25,0,/,-9,/
COc1cccc(CN2CCCC(C(=O)N3CCCCC3)C2)c1 (stereo not given),-0.2,9,0,4,1,2,5,-1,2
O=C(COC(=O)CNC(=O)C1CCCCC1)Nc1ccc(Cl)cc1F,-1.1,4,34*,3,4,0,-2,5,-5
CC(Oc1ccc(Cl)cc1)C(=O)Nc1sccc1C(N)=O (stereo not given),-0.4,6,2,12,-9,0,0,5,0
CN1CCN(C(=O)C(N)Cc2ccccc2)CC1 (stereo not given),-1.1,9,-2,7,7,1,-5,3,-1
Cc1c(CCO)c(=O)[nH]n1C(=O)c1c(F)cccc1F,-1.8,7,1,4,-2,3,-2,0,-1
O=C(c1cnn2c(C(F)F)cc(-c3ccccc3)nc12)N1CCSCC1,1.8,-1,2,10,15,0,3,19&8,-2
CCN(CC(=O)Nc1c(F)cccc1F)C(=O)c1ccc(C(F)(F)F)cc1,1.7,-1,-3,4,7,1,-5,0,-1
Cc1cc(N2CCN(C(=O)c3ccco3)CC2)c2ccccc2n1,0.8,2,1,9,-2,0,-4,1,-4
COc1cccc2sc(N3CCN(C(=O)c4ccco4)CC3)nc12,0.0,-7,-1,1,4,1,-6,-1,-1
O=C(Nc1ccc2sccc2c1)c1cccc(N2C(=O)CCC2=O)c1,0.9,6,3,-9,16,0,2,1,-2
Cc1ccc(C(=O)c2cccc(N)c2)cc1C,2.5,1,-2,6,-1,3,-10,-6,4
O=C(Nc1nncs1)C1COc2ccccc2O1 (stereo not given),-0.1,-1,0,0,-9,2,0,1,-1
COc1ccccc1N1CCN(/N=C/c2ccc(C(=O)O)cc2)CC1,-1.8,0,-3,7,1,0,-1,-3,-1
CC(=O)Nc1ccc(C2Nc3ccccc3C(=O)N2C2CCCCC2)cc1 (stereo not given),0.5,2,0,-4,3,2,0,-4,-2
Cc1ccc(S(=O)(=O)N2CCN(C(=O)N3CCOCC3)C2C)cc1 (stereo not given),1.8,5,1,-8,-15,0,-9,-8,-4
CCC1CCC(C(=O)NC(C(=O)Nc2ccc3c(c2)OCCO3)C(C)C)CC1 (stereo not given),3.4,7,-2,10,-2,8,-8,25,3
COc1cc(/C=C/C(C)=O)cc(OC)c1OC,1.4,1,-1,5,6,0,-6,-9,-4
CCOc1ccc(N(CC(=O)Nc2c(C)cccc2C)S(=O)(=O)c2c(C)[nH]c(=O)[nH]c2=O)cc1,12*,3,0,3,5,2,2,24,-8
CCOC(=O)c1ccccc1Nc1cc(C)nc2nc(C)nn12,1.1,16,1,-11,-1,0,3,7,-10
O=C(Cn1ccsc1=NC(=O)C(F)(F)F)c1ccccc1,0.7,6,-3,8,-7,4,-8,10,1
Cc1nc(-c2ccc(S(=O)(=O)N3CCCCCC3)cc2)cs1,3.8,5,-5,-11,18,0,0,1,-1
CCc1nc(NC(=O)Cc2csc(C)n2)sc1C(=O)OC,-2.1,6,0,7,-2,1,5,7,-1
CCOC(=O)CN(C(=O)COc1nc(-c2ccccc2)cc(C)c1C#N)c1ccc(C)cc1,0.9,1,0,3,-5,3,11,-12,-2
Cc1ccc2oc(=O)cc(CN3CCC(C)CC3)c2c1,2.3,-4,3,4,2,0,3,-3,-1
Cc1cccc(C(=O)NC(=S)Nc2ccc(S(=O)(=O)N(C)c3ccccc3)cc2)c1,2.9,-5,-1,-7,23,2,8,-5,2
Cc1nc2ccccn2c1C(=O)NN=C1CCCC1,-0.5,9,-4,5,41,1,3,1,-2
Cc1cc(C)n(C(C)n2nc(C)cc2C)n1,-1.4,-5,2,-4,2,1,-2,-23,-3
Cc1cc(=O)[nH]c(SCc2cc(=O)n3nc(C)sc3n2)n1,-2.0,-3,3,-6,6,0,-4,-3,0
CCOCCCNC(=O)C(NC(=O)c1ccc2c(c1)OCO2)c1ccc(Cl)cc1 (stereo not given),1.0,-3,2,0,18,1,6,-3,-3
O=C(CN1CCN(C(=O)c2c(F)cccc2F)CC1)Nc1ccccc1C(F)(F)F,1.4,-2,-4,4,6,3,5,-3,2
CC(C)c1ccc(OCc2ccc(C(=O)O)o2)cc1,4.6,3,2,-2,-243,8,-2,9,-2
Cc1noc(C)c1C(=O)Nc1ccc(F)cc1,0.6,2,2,8,-1,0,-2,1,-1

# A second format for part of the listing above.
compound: O=C(Cn1ccsc1=NC(=O)C(F)(F)F)c1ccccc1
  PP5 inh: 0.7
  proCasp3 act: 6
  CTSL1 counter: -3
  procasp7 counter: 8
  VLA-4 inh: -7
  GRK2 aptamer HTS: 4
  core dimer inh: -8
  JMJD2C inh: 10
  PP1 counter: 1

compound: Cc1nc(-c2ccc(S(=O)(=O)N3CCCCCC3)cc2)cs1
  PP5 inh: 3.8
  proCasp3 act: 5
  CTSL1 counter: -5
  procasp7 counter: -11
  VLA-4 inh: 18
  GRK2 aptamer HTS: 0
  core dimer inh: 0
  JMJD2C inh: 1
  PP1 counter: -1

compound: CCc1nc(NC(=O)Cc2csc(C)n2)sc1C(=O)OC
  PP5 inh: -2.1
  proCasp3 act: 6
  CTSL1 counter: 0
  procasp7 counter: 7
  VLA-4 inh: -2
  GRK2 aptamer HTS: 1
  core dimer inh: 5
  JMJD2C inh: 7
  PP1 counter: -1

compound: CCOC(=O)CN(C(=O)COc1nc(-c2ccccc2)cc(C)c1C#N)c1ccc(C)cc1
  PP5 inh: 0.9
  proCasp3 act: 1
  CTSL1 counter: 0
  procasp7 counter: 3
  VLA-4 inh: -5
  GRK2 aptamer HTS: 3
  core dimer inh: 11
  JMJD2C inh: -12
  PP1 counter: -2

# Remaining list, next part
SMILES,PP5 inh,proCasp3 act,CTSL1 counter,procasp7 counter,VLA-4 inh,GRK2 aptamer HTS,core dimer inh,JMJD2C inh,PP1 counter
Cc1ccc(OCCNC(=O)c2ccccc2O)cc1,1.8,4,0,5,7,4,-4,-5,0
Cc1nc2ccccc2c(=O)n1-c1ccc(NS(=O)(=O)c2ccc(F)cc2F)cc1,-1.2,9,-2,6,-6,0,-5,1,3
COc1cccc(CNC(=O)CCS(=O)(=O)c2ccc3c(c2)oc(=O)n3C)c1,1.7,16,-2,-4,9,4,3,-5,3
Cc1cc(C)c(S(=O)(=O)c2c(C)cccc2C)c(Cl)n1,5.3,1,-5,-2,1,81*,-5,-7,-2
CN1CC(=O)N(CC(=O)Nc2cc(Cl)cc(Cl)c2)C1=O,0.1,3,6,4,15,0,0,-3,-2
Cc1ncc(CO)c2cc(C(=O)Nc3ccccc3Cl)c(=Nc3cccc(C(N)=O)c3)oc12,0.3,6,0,8,-18,0,9,-2,1
O=C(NCc1ccco1)c1ccc(CNc2c(N3CCCCC3)c(=O)c2=O)cc1,-1.6,7,4,1,-5,2,1,0,-2
COC(=O)C(C(=O)OC)C(C)C(C(=O)OC)C(=O)OC,4.7,-1,1,14,6,2,-4,-5,1
Cc1cccc(NC(=O)CN(C)S(=O)(=O)c2ccc(-c3ccc(=O)[nH]n3)s2)c1C,3.4,7,-3,-25,33,5,23,-3,6
NC(=NCCc1ccc(Cl)cc1)NS(=O)(=O)c1ccc(F)cc1,1.3,-5,-2,0,2,0,-3,-2,0
COc1ccccc1C(=O)Nc1nnc(CCc2ccccc2)s1,0.1,3,-6,5,13,0,4,4,-3
COc1cc(CNn2cn[nH]c2=S)cc(Br)c1OCc1ccccc1F,0.7,-4,6,-16,1,0,4,-22,1
COc1ccc(/C=N/NC(=O)c2cccnc2)cc1CN1CCOCC1,0.2,4,2,-1,-2,2,-6,20,-4
CC1CCN(C(=O)c2ccc(CS(=O)(=O)Cc3ccccc3)cc2)CC1,2.2,6,-1,9,-8,2,2,-5,-3
CC1(C)CC(N2CCN(c3ccccc3)CC2)=CC(=[N+]2CCCC2)C1,2.5,-10,2,-7,6,0,-1,-9,-9
O=C(OCC(=O)N1CCN(c2ccccc2)CC1)c1cccs1,1.7,-5,-3,8,2,5,-1,1,-1
O=C(CN1CCN(Cc2ccccc2)C1=O)NCc1ccc(Cl)cc1,1.3,1,1,-6,-3,0,2,1,0
CCCc1[nH]n(-c2nc3ccccc3s2)c(=O)c1C=NCCN1CCOCC1,2.0,7,0,4,-1,2,-2,-10,20*
CCCCN(C1CCS(=O)(=O)C1)S(=O)(=O)c1ccc(OC)c(OC)c1 (stereo not given),0.9,-4,-3,7,4,0,-1,-11,-6
O=C1CN(C(=O)COC(=O)C2CC(=O)N(Cc3ccco3)C2)c2ccccc2N1 (stereo not given),0.9,3,-46,-6,9,5,1,2,-2
Cc1ccc(S(=O)(=O)Oc2ccc(/C=C(/NC(=O)c3ccccc3)C(=O)NC(C)C(=O)O)cc2)cc1 (stereo not given),-2.9,7,0,12,15,0,-3,-2,4
CCCCN1C(=O)c2cccc3cc(O)cc(c23)C1=O,4.7,-21,2,-3,-3,0,-6,-1,1
O=C(N/N=C/c1ccc(Cl)cc1Cl)c1cccc(N2CCCC2=O)c1,3.5,-5,0,-6,-6,1,-2,-8,-1
Cc1ccc(-c2csc(NC(=O)C3=COCCO3)n2)cc1,-0.5,-1,4,-5,-21,1,3,-7,-4
Cn1nnc2cc(C(=O)Nc3ccccc3F)ccc21,0.6,4,-2,-8,-1,1,-16,-8,0
CCOc1cc(CNCc2ccncc2)cc(Br)c1OCc1ccc(F)cc1,2.8,2,3,-7,1,2,-1,-7,4
